# Shn3 3UTR inh = inhibitors of Schnurri-3 3'UTR reporter in osteoblasts. inhibition, % at 12.5 µM. AID 588674. 360,000 compounds, 0.52% hits. Clone20 osteoblast Shn3 3'UTR firefly luciferase, 24 h;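 active means mean inhibition of at least 75% with every replicate also reaching 75%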;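 further: 0% = median of neutral control wells and 100% = pilot-screen positive control compound; some compounds past the cut are filed as inactive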
# KKLEB cytotox = reduces viability of KKLEB cystic fibrosis airway cells; activity change (cytotoxicity), % at 5 µM; KKLEB CF airway cells viability, ATPlite luminescence, overnight; stronger effect = lower value; cells stimulated with P. aeruginosa culture filtrate; 360,000 compounds, 0.36% hits;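 active means corrected activity change at or below -50% at 5 µM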
# NR5A2 inv ag = inverse agonists of human LRH-1 (NR5A2). O00482. 360,000 compounds, 0.13% hits. AID 602396. HEK293T StAR-luciferase reporter, LRH-1 transfected, 24 h. inhibition, % at 3.6 µM;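 active means inhibition above the mean inhibition of all tested compounds plus 3 SD, cut at about 73% in these data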;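 further: 0% = DMSO wells and 100% = reporter-only cells lacking LRH-1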
# Target sequence (O00482 whole entry, looked up): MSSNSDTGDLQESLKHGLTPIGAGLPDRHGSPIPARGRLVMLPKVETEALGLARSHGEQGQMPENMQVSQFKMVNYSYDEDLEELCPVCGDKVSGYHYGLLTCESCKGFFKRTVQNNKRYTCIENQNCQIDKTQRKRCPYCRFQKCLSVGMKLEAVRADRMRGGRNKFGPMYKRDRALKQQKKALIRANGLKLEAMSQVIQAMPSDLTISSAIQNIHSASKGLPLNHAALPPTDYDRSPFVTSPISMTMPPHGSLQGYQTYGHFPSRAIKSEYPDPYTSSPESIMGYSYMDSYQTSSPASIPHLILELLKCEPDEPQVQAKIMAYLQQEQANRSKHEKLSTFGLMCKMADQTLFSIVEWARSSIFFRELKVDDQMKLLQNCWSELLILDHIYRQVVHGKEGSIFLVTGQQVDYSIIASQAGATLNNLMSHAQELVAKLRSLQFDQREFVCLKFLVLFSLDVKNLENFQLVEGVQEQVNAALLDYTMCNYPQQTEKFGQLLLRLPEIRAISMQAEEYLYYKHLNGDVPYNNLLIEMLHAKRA
# NCOA1 inh = inhibitors of human steroid receptor coactivator 1 (SRC1). inhibition, % at 3.6 µM. HEK293 GAL4-SRC1 luciferase reporter, luminescence. AID 588354. Q15788. 360,000 compounds, 0.12% hits;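 active means inhibition above the campaign mean plus 3 SD, with each screening campaign given its own cutoff, cut at about 60% in these data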;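 further: 0% = DMSO treated cells and 100% = gossypol at 36 µM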
# COUP-TFII inh = inhibitors of human COUP-TFII (NR2F2); P24468; AID 686940; 370,000 compounds, 0.7% hits; HEK293T NGFI-A luciferase reporter, luminescence; inhibition, % at 8.6 µM;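 active means inhibition above a per-plate cutoff, mean inhibition of test wells between control levels plus 3 SD, cut at about 38% in these data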;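 further: cells cotransfected with COUP-TFII expression vector driving the NGFI-A reporter; 0% = median of COUP-TF2 test wells and 100% = reporter-only cells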
# Target sequence (P24468 whole entry, looked up): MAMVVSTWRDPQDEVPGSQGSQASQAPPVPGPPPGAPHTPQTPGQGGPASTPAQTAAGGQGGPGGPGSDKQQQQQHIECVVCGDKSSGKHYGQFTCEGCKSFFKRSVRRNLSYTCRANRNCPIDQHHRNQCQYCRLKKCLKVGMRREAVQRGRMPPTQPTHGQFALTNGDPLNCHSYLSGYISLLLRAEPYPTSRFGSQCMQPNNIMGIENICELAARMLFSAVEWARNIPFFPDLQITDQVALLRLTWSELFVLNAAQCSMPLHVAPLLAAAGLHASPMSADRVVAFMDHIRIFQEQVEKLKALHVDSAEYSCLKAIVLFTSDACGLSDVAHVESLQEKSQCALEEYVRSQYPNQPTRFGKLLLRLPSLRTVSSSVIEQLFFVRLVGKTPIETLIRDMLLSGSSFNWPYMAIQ
# C8 TRAIL sens = sensitizes caspase-8 expressing cells to TRAIL; 360,000 compounds, 1% hits; inhibition (viability loss, TRAIL sensitization), % at 10 µM; NB7+C8 cells + TRAIL, ATPlite viability luminescence; AID 624354;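 active means compounds causing at least 50% loss of cell viability in the single-dose screen, relative to plate controls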
# SRC3 inh = inhibits human SRC3 coactivator. 360,000 compounds, 0.17% hits. inhibition, % at 3.6 µM. HEK293 GAL4-SRC3 luciferase reporter, luminescence. AID 588352;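 active means inhibition above a per-campaign cutoff, the mean of all compounds plus 3 SD, cut at about 60% in these data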;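 further: 0% = DMSO-treated cells and 100% = gossypol-treated cells at 36 µM; higher means less SRC3-driven luciferase light from the GAL4 reporter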
# TROY NFkB inh = inhibitors of TROY-dependent NF-kB signaling. Q293 LMP1-TROYcd NF-kB luciferase reporter, 4 h. inhibition, % at 10 µM. 360,000 compounds, 0.98% hits. AID 1347056;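 active means compounds whose plate-normalised and pattern-corrected inhibition of the luciferase reporter signal at the single screening dose is 50% or more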
# EBV LMP1 NFkB = Epstein-Barr LMP1 NF-kappaB reporter inhibition; LMP1-induced NF-kappaB luciferase reporter cells, luminescence; inhibition, % at 12.5 µM; 350,000 compounds, 0.69% hits; in the data active means inhibition above about 41%;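 further: 0% = neutral control wells and 100% = reference inhibitor control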
# CF NFkB inh = inhibitors of cystic fibrosis induced NF-kB | KKLEB NF-kB-GFP reporter, PAF-induced, GFP fluorescence overnight | inhibition, % at 5 µM | 360,000 compounds, 0.86% hits;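 active means at least 50% inhibition at 5 µM, scaled per plate between neutral and stimulator controls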;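 further: PAF is a Pseudomonas aeruginosa culture filtrate used as stimulus; plate controls were PAF-stimulated DMSO wells for no effect and unstimulated DMSO wells for full effect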
# TWEAK Fn14 block = TWEAK-Fn14 signaling inhibition | AID 1159606 | 360,000 compounds, 2% hits | TWEAK-stimulated Fn14 reporter cells, luciferase luminescence, 8 h | inhibition, % at 10 µM; in the data active means inhibition above about 50%
# Numbers without * were called inactive; nt = no result given. An excerpt; the hit share may differ from the screen's.
# Preview:
SMILES,Shn3 3UTR inh,KKLEB cytotox,NR5A2 inv ag,NCOA1 inh,COUP-TFII inh,C8 TRAIL sens,SRC3 inh,TROY NFkB inh,EBV LMP1 NFkB,CF NFkB inh,TWEAK Fn14 block
O=C(COC(=O)c1ccccc1C(=O)c1ccc(Cl)cc1)NCCc1ccccc1,-32,-6,1,-3,-4,2,9,-4,-1,-6,27
CC(=O)C[C@H]1c2cc(C(F)(F)F)ccc2S(=O)(=O)N1C1CCCC1,-48,6,6,7,9,-11,9,-13,-1,-9,-10

# The whole of this part, from the first entry:
SMILES,Shn3 3UTR inh,KKLEB cytotox,NR5A2 inv ag,NCOA1 inh,COUP-TFII inh,C8 TRAIL sens,SRC3 inh,TROY NFkB inh,EBV LMP1 NFkB,CF NFkB inh,TWEAK Fn14 block
O=C(COC(=O)c1ccccc1C(=O)c1ccc(Cl)cc1)NCCc1ccccc1,-32,-6,1,-3,-4,2,9,-4,-1,-6,27
CC(=O)C[C@H]1c2cc(C(F)(F)F)ccc2S(=O)(=O)N1C1CCCC1,-48,6,6,7,9,-11,9,-13,-1,-9,-10
CCN(Cc1ccncc1)C(=O)c1ccccc1NS(=O)(=O)c1ccc(Br)cc1,0,6,3,-13,-27,7,9,11,2,-3,4
C=CCn1c(=N)n(CC(O)COc2ccccc2OC)c2ccccc21 (stereo unspecified),26,-12,-18,3,8,7,2,4,-4,0,2
COc1ccccc1C(=O)NCC(=O)Nc1cccnc1,-3,-2,16,-4,nt,-4,-1,-4,-1,-7,-3
COc1cccc(/C=N/N2CCN(c3ccncc3S(=O)(=O)N3CCCCC3)CC2)c1,-7,3,-4,10,-4,2,12,11,5,3,-7
Cc1ccc(N2C(=O)CC(NCC3CCCO3)C2=O)cc1 (stereo unspecified),-13,-5,12,-21,8,-8,-16,-12,-6,-5,-1
Cc1sc2nc(CN(C(=O)NC3CCCCC3)C3CCCCC3)[nH]c(=O)c2c1C,22,-5,-8,-10,0,28,13,4,-1,-11,18
CN1CCN(C(c2ccccn2)c2cc(Cl)c3cccnc3c2O)CC1 (stereo unspecified),23,-32,12,9,-5,2,-5,-6,4,22,-12
Cc1ccc(C(=O)N2CCN(c3nc4ccccc4n3C)CC2)cc1,-1,8,-8,5,-8,20,13,-1,1,6,18
COc1ccc(S(=O)(=O)N2CCCCCC2)cc1C(=O)Nc1ccccn1,3,4,-8,5,10,-10,-32,4,-5,-14,15
COc1cccc(S(=O)(=O)N(C)C[C@@H]2Oc3ncc(C#CCN(C)C)cc3C(=O)N([C@H](C)CO)C[C@H]2C)c1,12,7,-16,9,1,-2,-10,3,-1,-16,-3
CCOC(=O)c1cc(-c2ccc(N3CCOCC3)cc2)nn1-c1ccccc1C(=O)O,-5,-12,-4,-7,-4,1,5,-23,-5,-8,20
O=C(O)c1ccc2c(c1)C(=O)N(NC(=O)c1ccc(O)cc1)C2=O,-10,-2,-5,-10,-17,-1,-4,3,-7,-5,-20
O=C1Cc2ccccc2C(c2ccc(Cl)cc2Cl)N1 (stereo unspecified),3,-6,1,5,-20,0,3,-3,-5,-4,15
COc1cc2cc(C(c3nnnn3C3CCCC3)N3CCCCC3)c(=O)[nH]c2cc1OC (stereo unspecified),-22,3,-12,-7,-9,-9,7,3,1,9,2
Cc1ccc(OCC(=O)Nc2ccccc2-c2ccccc2NC(=O)COc2ccc(C)cc2)cc1,19,-5,-2,7,1,8,19,15,9,10,18
CCN(C(=O)COC(=O)/C=C/c1cnc2ccccc2n1)C1CCS(=O)(=O)C1 (stereo unspecified),7,-7,-4,6,-13,-7,5,-7,3,13,7
Cc1ccc(-n2c(=O)[nH]cc(C(=O)N3CCc4ccccc43)c2=O)cc1,21,-5,-7,-12,-20,18,7,5,3,17,-1
COC(=O)c1ccccc1NC(=O)N1CCN(C(=O)c2ccco2)CC1,13,-9,-12,6,-17,-3,-2,9,3,-9,1
COCCCNC(=O)C[C@H]1C[C@H](C(=O)N2CCOCC2)[C@@]2(CCC3CCCC3)c3[nH]c4cc(CCC(=O)N(C)C)ccc4c3CCN2C1=O,-18,15,11,-1,3,-13,10,-1,5,3,5
CCN1C(=O)[C@H]2[C@@H](c3ccc(-c4ccc(OC)cc4)cc3)N3CCC[C@@]3(C(=O)OC)[C@H]2C1=O,90*,8,-18,-1,-1,-16,3,-11,4,-6,5
O=C(Nc1ccc(Oc2ncnc3cc(Cl)ccc23)nc1)Nc1cccc(C(F)(F)F)c1,6,8,-8,-4,-2,1,12,-41,6,13,-15
COc1ccc(/C=C/C(=O)NC(=S)Nc2ccc(S(=O)(=O)N=C(N)N)cc2)cc1OC,-18,-2,13,-12,-8,7,-21,-2,0,-10,-13
N=C(CC1CC(=O)NC(=O)C1)C1=C(O)CCCC1=O,-17,1,-2,3,3,-6,17,-5,-1,-21,-1
CSc1nc(SC(C)C(=O)O)c2c3c(sc2n1)COC(C)(C)C3 (stereo unspecified),2,3,23,7,11,-2,3,-2,-9,15,-30
COc1cc(CN2CCCC(CO)(Cc3ccccc3)C2)ccc1O (stereo unspecified),10,6,-8,5,7,-8,0,2,7,-6,-15
CCCN(C(=O)c1ccc(N2CCCC2=O)cc1)C1CCS(=O)(=O)C1 (stereo unspecified),-5,8,2,2,-15,-8,7,3,0,4,3
COc1cccc(C(=O)CC(C(=O)O)c2ccc(Cl)cc2)c1 (stereo unspecified),10,4,1,-17,-5,1,2,0,-2,-1,-14
c1ccc(CSc2ccc(-c3ccccn3)nn2)cc1,-21,-11,-142,-97,-34,42,-60,-19,3,-5,35
COP(=O)(OC)c1ccc(NCc2cc(O)ccc2O)cc1,-6,-4,-46,4,-9,15,-17,5,-2,23,10
CCC1CC(CSC(=N)N)OC1=O (stereo unspecified),-20,3,-2,-1,-5,-6,1,12,nt,3,0
COC(=O)C(NC(C)=O)(Nc1nc2c(s1)CCCC2)C(F)(F)F (stereo unspecified),4,1,-10,-16,-3,-6,-1,6,3,-5,6
CSc1nc2[nH]c(=O)n(O)c(=O)c2n1Cc1ccccc1,-53,1,1,14,0,18,-5,8,-1,-18,-12
O=c1ccnc(SCc2ccccc2Cl)[nH]1,21,-2,14,-5,18,7,3,-5,2,5,-7
COc1ccccc1NC(=O)CSc1nnc(NC(=O)c2ccco2)s1,18,5,5,-2,-4,-5,-27,-3,5,3,4
Cc1ccc(-c2ccccc2NC(=O)CCl)o1,-1,2,19,-13,14,48*,-20,-3,2,0,10
O=C(Nc1ccc(C(=O)O)cc1)Nc1ccc(F)cc1F,-1,6,-22,4,13,0,-5,-12,-12,6,1
COC(=O)c1ccc(NS(=O)(=O)c2ccc(S(=O)(=O)N3CCOCC3)cc2)cc1,5,1,-2,7,-7,23,6,-17,-12,-25,-26
COc1ccccc1-c1c(C)[nH]n2c(=O)c(Cc3ccccc3)c(C)nc12,-3,-15,-4,11,-11,-10,6,-7,2,-2,9
CC(=O)Nc1cc(-c2cccc(C(=O)N(C)C)c2)cn2c(-c3cccc(C(F)(F)F)c3)cnc12,-3,-27,0,11,18,20,4,-5,nt,25,17
O=C(O)c1c[nH]c2ccc([N+](=O)[O-])cc2c1=O,8,-5,11,0,-1,3,11,5,-3,28,-11
CCc1nc2c(OCCn3cccc3)cccn2c1N(C=O)Cc1ccccc1,7,-4,8,-16,3,-4,-4,1,nt,6,2
CCc1cc2c(C)ccc(C)c2nc1SCC(=O)Nc1c(C)[nH]c(=O)[nH]c1=O,-12,14,-7,3,9,3,-5,-13,0,-17,-14
O=C(Nc1ccc(F)cc1)Nc1nnc(-c2ccccc2)o1,0,2,0,-10,-22,-3,11,-2,0,-9,-18
COC(=O)c1cc(CNC(=O)CC(C)c2ccccc2)ccc1OC (stereo unspecified),3,11,15,-4,4,22,1,-6,-2,-23,22
Cc1cc(C)nc(SCCC(=O)Nc2ccccc2C)n1,-4,-11,5,-8,-4,7,1,-18,6,0,106*
Cn1nc(C(C)(C)C)cc1NC(=O)C1(C)CCN1C(=O)CC(c1ccccc1)c1ccccc1 (stereo unspecified),8,-9,2,1,7,17,15,7,nt,9,16
CCCN(CCO)Cc1ccc(Br)cc1,-21,-5,-12,3,7,-4,29,1,-2,-3,2
CCCCCn1c(CN2CCN(c3cc(Cl)ccc3C)CC2)nc2c1c(=O)[nH]c(=O)n2C,-7,-22,14,11,-2,6,7,22,3,4,3
CC1c2nc3ccccc3n2C(CC(=O)NCc2ccccn2)C(=O)N1Cc1ccccc1 (stereo unspecified),15,3,0,5,14,15,5,11,3,0,16
COc1ccc(C(=O)COC(=O)c2ccc(OC)c(OC)c2)cc1OC,0,6,5,-15,-2,-13,0,4,-1,-3,-20
O=C(Nc1ccc(C(=O)N2CCN(c3ccccc3F)CC2)cc1)C1=CSCCO1,-9,-1,-13,7,-14,0,-9,-14,-3,6,-2
O=C(COC(=O)c1cnccn1)c1ccc(-c2ccccc2)cc1,-3,6,8,-19,8,7,11,-18,-2,-2,-4
COc1ccc(-n2cc(-c3ccccc3)[nH]c2=S)cc1,-37,7,-71,-44,-14,-1,-43,-73,-12,-4,2
COc1cc(NC(=O)c2ccccc2)c(OC)cc1NC(=O)Cc1ccc(Br)cc1,21,-11,17,-2,-15,15,3,13,0,24,-32
O=C(NCc1cccc(Cl)c1)c1cc(=O)[nH]c2ccccc12,6,0,-2,19,5,11,1,-3,2,-37,11
CC1(C)CC2CN(C(=O)Cc3ccccc3)C(C)(C2)C1 (stereo unspecified),-5,-2,13,-18,24,1,0,5,2,15,0
CC(=O)N1CCN(C(=O)CSc2cc(C)c(Br)cc2C)CC1,3,-6,-9,-28,-1,9,13,0,10,-16,-1
Cc1ccnc(NC(c2ccccc2)c2ccc3cccnc3c2O)c1 (stereo unspecified),39,-26,12,14,12,8,15,-6,14,-5,-22
# Continued.
SMILES,Shn3 3UTR inh,KKLEB cytotox,NR5A2 inv ag,NCOA1 inh,COUP-TFII inh,C8 TRAIL sens,SRC3 inh,TROY NFkB inh,EBV LMP1 NFkB,CF NFkB inh,TWEAK Fn14 block
Cc1nc2c3ccccc3nc(SCC(=O)c3ccc(Cl)cc3)n2n1,-23,-40,-2,-1,18,9,13,41,-3,44,2
Cc1ccc(S(=O)(=O)N2CCCN(C(C)c3nc4ccccc4c(=O)[nH]3)CC2)cc1 (stereo unspecified),-27,6,-25,-4,-7,10,-8,-3,-7,24,12
c1ccc(-c2ncc(CN3CCN(c4ccccn4)CC3)[nH]2)cc1,-11,2,0,-36,1,-5,2,-10,-15,-4,-3
Cc1cc(C)nc(NS(=O)(=O)c2cccs2)c1,11,-10,4,3,1,-4,2,-6,-3,11,-3
CCOC(=O)Nc1nnc(CCc2ccccc2)s1,8,-9,-23,-23,5,-10,-21,-13,1,3,-1
Cc1cccc2cc3c(NC(=O)C(C)C)nn(C)c3nc12,15,2,-8,2,10,14,3,2,4,3,-13
Cc1ccccc1CS(=O)(=O)c1ccc(C(=O)N2CCOCC2)cc1[N+](=O)[O-],1,16,-1,24,-11,-9,12,14,-1,-1,31
O=Cc1ccc(OCc2cn3ccccc3n2)cc1,-87,9,-52,-76,-20,5,-58,13,0,-22,21
Cc1ccc(Cl)cc1N1CCN(Cc2nnnn2C2CCCCC2)CC1,5,0,-4,5,1,8,14,2,1,20,-4
COC(=O)C(C)Sc1nnc(-c2ccncc2)o1 (stereo unspecified),7,3,-7,0,1,3,11,4,4,-14,-7

# Screening data as filed in PubChem BioAssay.
